# TRPC6 activator: mouse TRPC6 channel activators, primary screen, cell-based, HEK293, membrane potential dye; Short transient receptor potential channel 6 (Mus musculus), Q61143; HEK293-TRPC6 membrane potential dye fluorescence; hits give high values; B-score at 10 µM; 0.13% of 310,000 active; AID 2550, 2010;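 active = B-score of the integrated fluorescence ratio above library mean plus 3 SD, and starting fluorescence ratio within library mean plus 5 SD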;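 note: higher score means more depolarization so channel activation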
# Target sequence (Q61143 whole entry, looked up): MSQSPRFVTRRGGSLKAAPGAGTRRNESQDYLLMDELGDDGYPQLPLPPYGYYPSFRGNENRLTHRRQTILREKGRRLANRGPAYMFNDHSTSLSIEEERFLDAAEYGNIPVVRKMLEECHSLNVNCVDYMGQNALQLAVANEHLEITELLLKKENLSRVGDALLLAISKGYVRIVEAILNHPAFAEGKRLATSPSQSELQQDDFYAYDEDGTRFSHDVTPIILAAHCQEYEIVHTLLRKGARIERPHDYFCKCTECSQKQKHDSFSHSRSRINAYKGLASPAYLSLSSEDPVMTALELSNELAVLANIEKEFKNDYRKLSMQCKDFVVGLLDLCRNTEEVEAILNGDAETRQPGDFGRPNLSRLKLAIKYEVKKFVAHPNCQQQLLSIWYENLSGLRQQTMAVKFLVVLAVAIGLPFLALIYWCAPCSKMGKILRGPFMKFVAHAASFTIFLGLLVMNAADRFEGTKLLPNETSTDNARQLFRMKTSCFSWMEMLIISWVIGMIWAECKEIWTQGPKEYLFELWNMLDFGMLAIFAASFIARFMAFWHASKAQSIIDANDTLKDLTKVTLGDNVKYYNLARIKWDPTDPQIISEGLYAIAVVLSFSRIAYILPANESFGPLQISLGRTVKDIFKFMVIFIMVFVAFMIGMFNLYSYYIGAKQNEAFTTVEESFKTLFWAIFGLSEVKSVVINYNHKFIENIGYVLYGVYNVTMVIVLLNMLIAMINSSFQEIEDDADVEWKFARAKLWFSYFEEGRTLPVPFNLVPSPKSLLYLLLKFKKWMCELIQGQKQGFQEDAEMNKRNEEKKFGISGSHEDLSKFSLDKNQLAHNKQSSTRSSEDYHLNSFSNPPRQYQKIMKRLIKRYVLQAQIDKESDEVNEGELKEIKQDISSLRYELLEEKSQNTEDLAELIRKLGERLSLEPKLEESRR
# MrgX1 allo act: positive allosteric modulators of MrgX1, primary screen, HEK293 cells, Fluo-4 calcium flux; Mas-related G-protein coupled receptor member X1 (Homo sapiens), Q96LB2; FDSS; hits give high values; B-score at 10 µM; 0.63% of 310,000 active;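 active = plate-corrected calcium response at least 3 library SD above typical, normal starting fluorescence, not activating the receptor alone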;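 note: compound read alongside a low EC10 to EC30 dose of BAM8-22 agonist; peak minus trough fluorescence over baseline measured at the second addition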
# RGS4 block: RGS4 inhibitors, primary screen, cell-based, HEK293 M3R inducible RGS4, calcium flux; Fluo-4 calcium flux; hits give high values; triggered by carbachol at its EC20; B-score at 10 µM; 0.45% of 310,000 active;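 active = B-score, a plate-corrected calcium signal, over three deviations above library mean, with baseline fluorescence within five deviations of library mean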;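 note: RGS4 expression induced by doxycycline in cells with stable M3 receptor; B-score is computed from the integrated fluorescence ratio over baseline after carbachol; higher B-score means a larger calcium signal and so more RGS4 inhibition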
# Target sequence (P49798 whole entry, looked up): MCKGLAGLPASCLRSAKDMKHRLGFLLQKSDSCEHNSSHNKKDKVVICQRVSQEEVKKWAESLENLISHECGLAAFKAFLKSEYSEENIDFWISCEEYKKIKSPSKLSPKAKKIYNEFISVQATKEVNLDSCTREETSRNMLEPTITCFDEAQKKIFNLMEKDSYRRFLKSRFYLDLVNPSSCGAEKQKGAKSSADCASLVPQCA
# TRPC4 block: inhibitors of mouse TRPC4 channel, primary screen, Fluo4 calcium, HEK293 TRPC4beta/mu-opioid cells. 0.39% of 300,000 active. B-score at 10 µM. DAMGO-evoked Fluo4 calcium flux; hits give low values;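 active = B-score over 3 SD under the library average, no early fluorescence shift, positive overall ratio signal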
#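 Assay system: TRPC4beta/mu-opioid receptor HEK293 cell line; compound dosing: single concentration per test compound; detection: Fluo4 Ca2+ flux fluorescence; evaluation: per-well B score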
# MrgX1 agonist: agonists of human MrgX1 receptor, primary screen, HEK293 cells, Fluo-4 calcium flux. B-score at 10 µM. Fluo-4 calcium fluorescence, agonist mode; hits give high values. AID 588627, 2011. 0.44% of 310,000 active. Mas-related G-protein coupled receptor member X1 (Homo sapiens), Q96LB2;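 active = calcium response B-score plate-corrected fluorescence ratio at least 3 library SD, with starting fluorescence B-score inside 5 SD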
#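 Assay system: MrgX1-expressing HEK293 cells / Amount: fifteen thousand cells per well / Doses: test compound in the initial addition of three / Timing: cells plated overnight, dye loaded 0.5 h 37 °C, 0.5 h room temperature / Technique: kinetic calcium dye fluorescence, Fluo-4 NW / Control set: positive and negative controls per plate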
# TRPC4 potent: positive allosteric modulators of TRPC4, primary screen, cell-based, mouse TRPC4beta, HEK293 mu-opioid, Fluo-4 calcium | AID 2227, 2009 | 0.42% of 310,000 active | DAMGO EC20, Fluo-4 Ca2+ flux; hits give high values | B-score at 10 µM;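 active = B-score of calcium response area above 5 SD of library B-scores, with initial fluorescence ratio within 5 SD of library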;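 note: B-score of integrated fluorescence ratio over time as area under calcium response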
# MrgX1 antag: antagonists of human MrgX1 receptor, primary screen, HEK293 cells, Fluo-4 calcium flux. BAM8-22 antagonism; hits give low values. B-score at 10 µM. 1.3% of 310,000 active;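 active = calcium-response B-score plate-corrected more than 3 library SD below zero, starting fluorescence within 5 deviations, no agonist response on first addition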;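 note: peak minus trough fluorescence over baseline after final BAM8-22 challenge near maximal dose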
# TMEM16A act: TMEM16A chloride channel activators or potentiators, primary screen, cell-based, HTS | HEK293 TMEM16A/YFP-H148Q/I152L, iodide quench fluorescence; hits give low values | B-score at 10 µM | 0.3% of 340,000 active | AID 623877, 2012;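 active = fluorescence-ratio B-score plate-corrected deviation score at least 3 library SD below zero, with starting fluorescence score within 5 deviations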;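 note: channel opened by trigger with iodide after compound preincubation; score built on the fluorescence ratio of max minus min over baseline; more negative score means more quench and so TMEM16A activation or potentiation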
# TRPC6 inhibitor: mouse TRPC6 channel inhibitors, primary screen, cell-based, HEK293, membrane potential dye; ACh-evoked depolarization; hits give low values; Short transient receptor potential channel 6 (Mus musculus), Q61143; 1.1% of 310,000 active; B-score at 10 µM; AID 2553, 2010;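 active = B-score under library mean minus 3 SD, initial fluorescence not abnormally high, positive integrated signal ratio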;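 note: B-score derived from integrated fluorescence ratio over the kinetic read; more negative B-score means stronger inhibition of depolarization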
# TRPC4 act: activators of mouse TRPC4 channel, primary screen, Fluo4 calcium, HEK293 TRPC4beta/mu-opioid cells; 0.49% of 310,000 active; Short transient receptor potential channel 4 (Mus musculus), Q9QUQ5; B-score at 10 µM; Fluo4 calcium fluorescence; hits give high values;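 active = B-score above 5 SD of library B-scores, and initial fluorescence ratio not above library mean plus 5 SD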;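 note: positive B-score marks a calcium rise read as TRPC4 activation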
#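 Material: HEK293 stable line with TRPC4beta plus mu-opioid receptor; technique: Fluo4 calcium-sensitive dye fluorescence, kinetic, 1 Hz baseline; timing: Fluo4 dye loading 45 min at room temperature, 110 s recording; controls: assay buffer as low control, maximal DAMGO as high control; read-out: integrated baseline-normalised fluorescence ratio, converted to per-well B score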
# TMEM16A inh: TMEM16A chloride channel inhibitors, primary screen, cell-based, HTS; AID 588511, 2011; 1.2% of 310,000 active; Anoctamin-1 (Mus musculus), Q8BHY3; HEK293 TMEM16A/YFP iodide influx fluorescence, ionomycin; normalized B-score (activity score, 25-100; higher = stronger inhibition) at 10 µM;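 active = ratio plate-corrected score three or more library SD toward inhibition, starting fluorescence score within five deviations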;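 note: score derived from kinetic fluorescence span divided by baseline fluorescence per well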
# The depositor's hits bear a star; i = inactive; nt = not tested or not shown.
SMILES,TRPC6 activator,MrgX1 allo act,RGS4 block,TRPC4 block,MrgX1 agonist,TRPC4 potent,MrgX1 antag,TMEM16A act,TRPC6 inhibitor,TRPC4 act,TMEM16A inh
Cc1cccc(C)c1Nc1nc2ccccc2o1,i,i,i,i,i,i,i,i,i,i,i
Cc1cc(-c2ccc(Br)cc2)n[nH]1,i,i,i,i,i,i,i,i,i,i,i
O=c1[nH]c2cccnc2n1Cc1ccccc1,i,i,i,i,i,i,i,i,i,i,i
O=C(CCn1c(=O)[nH]c2ccsc2c1=O)N1CCc2ccccc2C1,i,i,i,i,i,i,i,i,i,i,i
S=C(Nc1ccccc1)N1CCn2cccc2C1c1cccnc1 (configuration not stated),i,i,i,i,i,i,i,i,i,i,i
Cc1nc2c(C)cccn2c1C(=O)c1ccccc1,i,i,i,i,i,i,i,i,i,i,i
CC1=NN(c2ccc(Cl)c(C(=O)O)c2)C(=O)C1,i,i,i,i,i,i,i,i,i,i,i
CCOC(=O)NN1C(=O)c2ccccc2NC1C (configuration not stated),i,i,i,i,i,i,i,i,i,i,i
CC1(C(=O)NC(=S)N(Cc2ccccc2)c2ccccn2)CC1(Cl)Cl (configuration not stated),i,i,i,i,i,i,i,i,i,i,i
CC1(C)OC(=O)C(=CNc2ncccn2)C(=O)O1,i,i,i,i,i,i,i,i,i,i,i
CCCCCCC(=O)Nc1c2c(nc3ccccc13)N(C)CC2,i,i,i,i,i,i,i,i,i,i,i
Cc1cc(C(=O)NP(=O)(N2CC(C)OC(C)C2)N2CC(C)OC(C)C2)c(C)n1C1CC1 (configuration not stated),i,i,i,i,i,i,i,i,i,i,i
CN(C)c1ccc(C=Nc2ccccc2)cc1,i,i,i,i,i,i,i,i,i,i,i
Cc1ccsc1/C=C1/NC(=O)N(Cc2ccc(F)cc2)C1=O,i,i,i,i,i,i,i,i,i,i,i
O=C(COc1ccc(Br)cc1)NN1C(=O)c2ccccc2C1=O,i,i,i,i,i,i,i,i,i,i,i
CC(C)Oc1ccc(CCc2n[nH]c(=S)n2-c2ccccc2)cc1,i,i,i,i,i,i,i,i,i,i,i
COC(=O)CC1C(=O)NCCN1C(=O)c1sc2ccccc2c1Cl (configuration not stated),i,i,i,i,i,i,i,i,i,i,i
Cc1cccc(NC(=O)CSc2nnc(-c3ccccc3)n2N)c1C,i,i,i,i,i,i,i,i,i,i,i
COc1ccc(OC)c(NC(=O)C2CCCN2C(=O)C2CCC(C)CC2)c1 (configuration not stated),i,i,i,i,i,i,i,i,i,i,i
Cc1ccccc1NC(=O)CSc1ccsc1[N+](=O)[O-],i,i,i,i,i,i,i,i,i,i,i
COc1ccc(CCn2c(=N)c(S(=O)(=O)c3ccc(Cl)cc3)cc3c(=O)n4ccccc4nc32)cc1,i,i,i,i,i,i,-5.5*,i,i,i,i
Cc1nn(C)c(C)c1NC(=O)Nc1cccc(C(F)(F)F)c1,i,i,i,i,i,i,i,i,i,i,i
COC(=O)c1[nH]c2ccc(F)cc2c1NC(=O)CCN1CCN(C(=O)c2ccco2)CC1,i,nt,i,i,nt,i,nt,nt,i,i,nt
Cc1cccc(N(C(=O)CCC(=O)Nc2cc(C)on2)C(C(=O)NC2CCCC2)c2ccc(C)o2)c1 (configuration not stated),i,i,i,i,i,i,i,i,i,i,i
O=C(Nc1ccccc1F)N1CCC(NC(=O)C23CC4CC(CC(C4)C2)C3)CC1,i,i,i,i,i,i,i,i,i,i,i
NC(=O)c1ccc(Cn2c(C(=O)c3ccc(Cl)cc3)c3ccccc3[n+]2[O-])cc1,nt,i,nt,nt,i,nt,i,i,nt,nt,i
COc1ccc(S(N)(=O)=O)cc1C(=O)NCCCN1CCN(c2ccccc2OC)CC1,i,i,i,i,i,i,i,i,i,i,i
NC(N)=NC(N)=Nc1cccc2ccccc12,i,i,i,i,i,i,i,i,i,i,i
O=C(Nc1ccc(F)cc1)c1cccnc1N1CCOCC1,i,i,i,i,i,i,i,i,i,i,i
CC(C)(C)C(=O)C[n+]1ccccc1,i,i,i,i,i,i,i,i,i,i,i
Cc1ccc(OCC(=O)NNC(=O)C2CCCO2)c(C)c1 (configuration not stated),i,i,i,i,i,i,i,i,i,i,i
Cc1nc(SCc2ccc(F)cc2)n[nH]1,i,i,i,i,i,i,i,nt,i,i,i
O=C(CCCSc1nc2ccccc2c(=O)[nH]1)c1ccccc1,i,i,i,i,i,i,i,i,i,i,i
O=C(O)CSc1cc(NS(=O)(=O)c2cccc([N+](=O)[O-])c2)c2ccccc2c1O,i,nt,i,i,nt,i,nt,i,i,i,nt
O=C1c2oc3ccccc3c(=O)c2C(c2ccccn2)N1Cc1ccccc1 (configuration not stated),i,i,i,i,i,i,i,i,i,i,i
CCCCOC(=O)Nc1ccc(N(C)C)cc1,i,i,i,i,i,i,i,i,i,i,i
O=C(/C=C/c1ccc(Cl)cc1Cl)N1CCN(c2ccc([N+](=O)[O-])c(N3CCOCC3)c2)CC1,i,i,i,i,i,i,i,i,i,i,i
CN1CCN(/N=C/c2nc(-c3ccc(Cl)cc3)n3ccccc23)CC1,i,i,i,i,i,i,i,i,-5.3*,i,i
C[C@@H](C(=O)Nc1ccc2ccccc2c1)[C@@H]1C[C@@]1(C)[C@@H](NC(=O)c1cccnc1)c1ccccc1,i,i,i,i,i,i,i,i,i,i,i
CCCN1CCN(CC(=O)Nc2nncs2)CC1,i,i,i,i,i,i,i,i,i,i,i
CS(=O)(=O)N1CCN(Cc2ccccc2C(F)(F)F)CC1,i,i,i,i,i,i,i,i,i,i,i
COc1ccc(-c2cc(C(=O)NCCN3CCOCC3)c3ccccc3n2)cc1OC,i,i,i,i,i,i,i,i,i,i,i
COCCCNC(=O)Cn1c(=O)n(CCCCCC(=O)Nc2ccccc2)c(=O)c2sccc21,i,i,i,i,i,i,i,i,i,i,i
COc1ccc(NC(=O)c2ccccc2Oc2ccccc2)cc1,i,i,i,i,i,i,i,i,i,i,i
COc1c(NC(C)=O)c2ccccc2c2ccccc12,i,i,i,i,i,i,i,i,i,i,i
Cc1ccc(C)c(CS(=O)(=O)c2cn(CC(=O)N3CCCCC3)c3ccccc23)c1,12*,i,i,i,i,i,i,i,i,i,i
O=C(CSC1=NS(=O)(=O)c2cc(F)ccc2N1)Nc1ccccc1,i,i,i,i,i,i,i,i,i,i,i
CCCCn1c(N)c(N(CCOC)C(=O)c2ccc(S(=O)(=O)N3CCCCCC3)cc2)c(=O)[nH]c1=O,i,i,i,i,i,i,i,i,i,i,i
C=CC(C)n1c(Br)nc2c1c(=O)[nH]c(=O)n2C (configuration not stated),i,i,i,i,i,i,i,i,i,i,i
Cc1cc(C(F)F)n2ncc(C(=O)NCCc3ccc(Cl)cc3)c2n1,i,i,i,i,i,i,i,nt,i,i,i

# Remaining list, next part:
SMILES,TRPC6 activator,MrgX1 allo act,RGS4 block,TRPC4 block,MrgX1 agonist,TRPC4 potent,MrgX1 antag,TMEM16A act,TRPC6 inhibitor,TRPC4 act,TMEM16A inh
CCOC(=O)c1ccc2c(c1)nc(SCC(=O)N1CCCCC1)n2CC,i,i,i,i,i,i,i,i,i,i,i
COn1c(=O)c(-c2ccc(C)cc2)[n+]([O-])c2ccccc21,i,i,i,i,i,i,i,i,i,i,i
CCSc1nsc(NC(=O)Nc2cccc(OC)c2)n1,i,i,i,i,i,i,i,i,i,i,i
COc1cccc(CN(C)CC(=O)Nc2cccc3ccccc23)c1,i,i,i,i,i,i,i,i,i,i,i
O=C(NC1(c2ccccc2)CC1)C1CCC(=O)N(Cc2ccc(Cl)cc2)C1 (configuration not stated),i,i,i,i,i,i,i,i,i,i,i
CC(C)(C)NC(=S)NC1CC1,i,i,i,i,i,i,i,i,i,i,i
Cc1ccc(NC(=O)c2oc3ccccc3c2C)nc1,i,i,i,i,i,i,i,i,i,i,i
O=C(COC(=O)CCCN=C1NS(=O)(=O)c2ccccc21)NC(=O)NC1CCCC1,i,i,i,i,i,i,i,i,i,i,i
O=C(/C=C/c1ccccc1)OCC(=O)N1CCN(c2ccccc2)CC1,i,i,i,i,i,i,i,i,i,i,i
COc1ccc(C(=O)Nc2ccc(-n3nncc3C(C)(C)C)cc2)cc1,i,i,i,i,i,i,i,i,i,i,i

# A draw from above in order of count of non-hydrogen atoms, smallest number first.
SMILES,TRPC6 activator,MrgX1 allo act,RGS4 block,TRPC4 block,MrgX1 agonist,TRPC4 potent,MrgX1 antag,TMEM16A act,TRPC6 inhibitor,TRPC4 act,TMEM16A inh
CCSc1nsc(NC(=O)Nc2cccc(OC)c2)n1,i,i,i,i,i,i,i,i,i,i,i
COn1c(=O)c(-c2ccc(C)cc2)[n+]([O-])c2ccccc21,i,i,i,i,i,i,i,i,i,i,i
O=C(/C=C/c1ccccc1)OCC(=O)N1CCN(c2ccccc2)CC1,i,i,i,i,i,i,i,i,i,i,i

# (listing goes on)
SMILES,TRPC6 activator,MrgX1 allo act,RGS4 block,TRPC4 block,MrgX1 agonist,TRPC4 potent,MrgX1 antag,TMEM16A act,TRPC6 inhibitor,TRPC4 act,TMEM16A inh
COc1ccc(-c2nn(-c3ccccc3)cc2C(=O)O)cc1,i,i,i,i,i,i,i,i,i,i,i
COc1ccc(C(=O)OCn2nnc3ccccc3c2=O)cc1[N+](=O)[O-],i,i,i,i,i,i,i,i,i,i,i
CCCn1nnnc1NCc1ccccc1OCc1ccc(F)cc1,i,i,i,i,i,i,i,i,i,i,i
CCN(Cc1cc2ccc(C)cc2[nH]c1=O)C(=O)c1cccnc1,i,nt,i,i,nt,i,nt,nt,i,i,nt
Cc1nc2ccccn2c1C(=O)Nc1ccc(Cl)cc1,i,i,i,i,i,i,i,i,i,i,i
Cc1ccc(C)n1-c1ccc(C(=O)NN=C2CCCC2)cc1,i,i,i,i,i,i,i,i,i,i,i
